# Compound activity deposited in PubChem by The Scripps Research Institute Molecular Screening Center.
# PAFAH2 inh: PAFAH2 (human) inhibition; inhibition, % at 3.39 µM; 340,000 tested, 0.99% active; AID 492956; Q99487; recombinant PAFAH2, FP-rhodamine activity probe, fluorescence polarization;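 active means inhibition above the mean over all tested compounds plus 3 SD, cut at about 30% in these data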;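 further: inhibitors block probe labeling of enzyme so polarization drops; 0% = enzyme with DMSO and 100% = wells lacking PAFAH2 protein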
# PAFAH1B3 FP inh: blocks human PAF acetylhydrolase 1B catalytic subunit 3. inhibition, % at 3.39 µM. 340,000 tested, 0.28% active. recombinant PAFAH1B3, FP-rhodamine probe, fluorescence polarization. AID 492972;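 active means inhibition above the screen-wide average of all tested compounds plus 3 SD, cut at about 25% in these data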;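 further: 0% = enzyme with DMSO only and 100% = wells lacking PAFAH1B3 protein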
# Target sequence (Q15102 whole entry, looked up): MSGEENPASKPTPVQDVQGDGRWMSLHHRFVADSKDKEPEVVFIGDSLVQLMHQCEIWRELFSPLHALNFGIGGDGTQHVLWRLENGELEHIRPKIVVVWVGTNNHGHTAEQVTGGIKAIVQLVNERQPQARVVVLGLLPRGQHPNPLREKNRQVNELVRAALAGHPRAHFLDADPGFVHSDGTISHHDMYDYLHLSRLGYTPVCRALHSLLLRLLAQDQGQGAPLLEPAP
# PAFAH1B2 FP inh: blocks human PAF acetylhydrolase 1b catalytic subunit 2; 340,000 tested, 1.2% active; inhibition, % at 3.39 µM; P68402; AID 492953; recombinant PAFAH1B2, FP-rhodamine activity probe, fluorescence polarization;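 active means inhibition above the mean of all tested compounds plus 3 SD, cut at about 24% in these data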;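 further: 0% = enzyme with DMSO and 100% = wells lacking PAFAH1B2; many of its hits are not listed in these tables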
# Target sequence (P68402 whole entry, looked up): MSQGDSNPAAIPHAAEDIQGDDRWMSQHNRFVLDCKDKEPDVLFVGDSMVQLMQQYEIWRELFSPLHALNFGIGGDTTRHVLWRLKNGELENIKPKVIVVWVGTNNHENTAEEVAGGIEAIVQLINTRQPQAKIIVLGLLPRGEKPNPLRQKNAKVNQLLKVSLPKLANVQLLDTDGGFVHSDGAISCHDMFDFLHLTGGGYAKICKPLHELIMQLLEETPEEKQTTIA
# Active calls of the source: *. An excerpt; count on the stated rates, not on these rows.
PAFAH2 inh,canonical_smiles,PAFAH1B2 FP inh,PAFAH1B3 FP inh
-2,Cc1ccc(S(=O)(=O)N2CCCN(Cc3nc4ccccc4c(=O)[nH]3)CC2)cc1,4,5
4,O=C(C=Cc1ccccn1)c1ccccc1O,0,11
-5,N#CC(OC(=O)c1ccccc1)c1cccc([N+](=O)[O-])c1 (stereo not drawn),-1,6
0,CCOc1ccc(N2CC(C(=O)NCCc3ccc(OC)c(OC)c3)CC2=O)cc1 (stereo not drawn),5,8
-3,CC(C)CCC(O)(c1ccccc1)C(CN1CCOCC1)c1ccccc1 (stereo not drawn),11,5
9,Cc1cc(NC(=O)c2c(Br)cnn2C)no1,-1,7
-3,CCC(CCNC(=O)c1ccccc1)(CCNC(=O)c1ccccc1)[N+](=O)[O-],4,9
2,O=C1NC(=S)SC1=Cc1ccc(F)cc1,13,9
4,COc1ccc(S(=O)(=O)N(CCCN2CCCC2=O)Cc2cc3c(C)cc(C)cc3[nH]c2=O)cc1,6,0
-2,CC1c2ccccc2-c2ccccc2N1C (stereo not drawn),0,9
7,Cc1[nH]c(=O)[nH]c(=O)c1S(=O)(=O)Nc1ccc(F)cc1Cl,10,7
-3,O=C(NCc1cccnc1)Nc1cccc(C(F)(F)F)c1,-1,6
-2,CC(C)Cn1cnc2c(SCc3ccccc3F)nc(N)nc21,1,1
-1,Cc1sc2nc(CSCC(=O)Nc3ccc(Cl)cc3F)[nH]c(=O)c2c1C,7,-3
7,COc1ccccc1N1CCN(C(=O)c2cc(-c3ccc(F)cc3)[nH]c2C)CC1,4,0
-1,CCc1noc(C)c1C(=O)N(CC(C)C)c1c(N)n(Cc2ccccc2)c(=O)[nH]c1=O,5,2
-2,OC(COc1ccccc1Br)CN1CCNCC1 (stereo not drawn),2,3
2,CCOC(=O)c1sc(NC(=O)CN2CCN(c3ccc(OC)cc3)CC2)nc1C,0,0
1,CCC1(c2ccccc2)NC(=O)N(CC(=O)NC2CCCC2)C1=O (stereo not drawn),5,9
2,CC1(C)C(=O)CCC2(C)C1=CCC1C2C(=O)CC2(C)C1CCC2(O)C(=O)CO (stereo not drawn),4,3
6,CCCCN1CC(COCc2ccccc2)OCCS1(=O)=O (stereo not drawn),1,10
0,Cc1ccc(NC2(C(N)=O)CCCC2)cc1,0,-1
1,Cc1nn(-c2ccccc2)c(Cl)c1/C=C(/CC(=O)O)c1nc2ccccc2s1,1,5
-3,CCOc1ccc2oc(-c3ccccc3)c(C(=O)N3CCN(CCO)CC3)c2c1,-1,4
1,CCN1C(=O)CC2CCCC1C2 (stereo not drawn),0,4
-2,Cc1c(CCC(=O)NCCCCCC(=O)O)c(=O)oc2c(C)c3oc4c(c3cc12)CCCC4,-3,0
-14,CC(C)C(=O)Nc1ccc(COc2ccccc2CN(Cc2ccccc2)C(=O)OC(C)(C)C)cc1,-1,-11
1,NC(=O)C1CCN(CC(O)COc2ccc(-c3ccccc3)cc2)CC1 (stereo not drawn),4,6
-8,CCN(CC(=O)N1CCCC1)S(=O)(=O)c1ccc(OC)cc1,1,4
-1,CC(C)N(C(=O)N1CCN(c2ccnc3cc(Cl)ccc23)CC1)C(C)C,7,7
-7,CC(C)(C)n1nnnc1C(c1ccccc1F)N1CCN(C2CCCC2)CC1 (stereo not drawn),2,7
19,COc1ccc(Cn2c(O)c(/C=N/NC(=O)c3cccnc3)c3ccccc3c2=O)cc1,13,26*
2,Cc1cccc(NC(=O)c2ccc(N3C(=O)C4CCCCC4C3=O)cc2)c1C (stereo not drawn),-3,9
3,O=C(/C=C/c1ccc(F)cc1)NC(=S)Nc1ccccc1O,1,4
11,CCCCC(c1nnnn1CC1CCCO1)N1CCN(c2cc(Cl)ccc2C)CC1 (stereo not drawn),-3,-3
-22,COc1ccc(-c2cc(C(=O)N/N=C/c3cccnc3)c3cc(C)cc(C)c3n2)cc1,-7,0
5,COc1cc2ccccc2cc1C(=O)N1CCc2ccccc21,4,-7
-4,CN1C(=O)CSC1=Nc1ccc(F)cc1,3,13
8,COCCN(C(=O)c1ccc(C)c(S(=O)(=O)N2CCOCC2)c1)c1c(N)n(CC(C)C)c(=O)[nH]c1=O,4,-1
-26,Cc1ccc(NC(=O)c2ccc(Cl)c(S(=O)(=O)Nc3c(C)n(C)n(-c4ccccc4)c3=O)c2)cc1Cl,0,-17
-1,O=c1[nH]c2ccc([N+](=O)[O-])cc2[nH]1,0,0
-2,Cc1cccc(NC(=O)COc2ccc3c(c2)CCC3)n1,5,-3
-2,CCN(CC)c1nc(C#N)nc(N(CC)CC)n1,5,4
-10,Cc1nn(-c2ccccc2)c(Cl)c1C(=O)OCC(=O)NCCc1ccc(S(N)(=O)=O)cc1,-2,-3
-4,COc1ccc(Cl)cc1CNCCCSc1ncccn1,-3,-6
-1,O=C(NN=Cc1c(O)ccc2ccccc12)c1ccncc1,4,18
-3,Cc1cccc(CN(C)C)c1CC(O)(c1ccccc1)c1ccccc1,-3,5
-3,C#CCN1[C@@H]2CCN(C2)c2cc(Br)ccc2S1(=O)=O,2,3
-6,O=[N+]([O-])c1ccc(COc2cccc(CN3CCCCC3)c2)cc1,6,12
8,O=S(=O)(/N=S1\CC=CCN1S(=O)(=O)c1ccccc1)c1ccccc1 (stereo not drawn),7,4

# Entries above printed as active in PAFAH1B3 FP inh.
PAFAH2 inh,canonical_smiles,PAFAH1B2 FP inh,PAFAH1B3 FP inh
19,COc1ccc(Cn2c(O)c(/C=N/NC(=O)c3cccnc3)c3ccccc3c2=O)cc1,13,26*

# An excerpt from above in order of length of the SMILES, low to high.
PAFAH2 inh,canonical_smiles,PAFAH1B2 FP inh,PAFAH1B3 FP inh
-4,CN1C(=O)CSC1=Nc1ccc(F)cc1,3,13
-3,Cc1cccc(CN(C)C)c1CC(O)(c1ccccc1)c1ccccc1,-3,5
8,O=S(=O)(/N=S1\CC=CCN1S(=O)(=O)c1ccccc1)c1ccccc1 (stereo not drawn),7,4

# More structures
PAFAH2 inh,canonical_smiles,PAFAH1B2 FP inh,PAFAH1B3 FP inh
0,Cn1ccc2cc(OCc3ccccc3)ccc21,6,7
4,CN(/N=C/c1cccc(Br)c1)C1=NS(=O)(=O)c2ccccc21,5,6
3,CC(C)NC1(C(N)=O)CCNCC1,5,9
4,CC(C)(CNC(=O)C1CCN(S(=O)(=O)c2cc([N+](=O)[O-])ccc2Cl)CC1)N1CCOCC1,-2,-7
10,Cc1cc(/C=C(/C#N)c2nc3ccccc3[nH]2)c(C)n1-c1cc(C(=O)O)cc(C(=O)O)c1,10,15
5,Cn1c(Cn2nnc3ccccc32)nnc1SCC(=O)NCc1ccc2c(c1)OCO2,2,1
-3,O=C(CCCCC(=O)NN=Cc1ccc(Cl)cc1)NN=Cc1ccc(Cl)cc1,6,-3
10,Cc1ccc(-c2ccc(/C=C3/NC(=O)NC3=O)o2)cc1[N+](=O)[O-],7,-1
-4,CCOc1ccc(-c2cc(C(=O)N/N=C(\C)c3cccnc3)c3ccccc3n2)c(OCC)c1,1,6
8,S=C(NCCCN1CCN(CCCNC(=S)NC2CCCCC2)CC1)NC1CCCCC1,5,8
-3,Cn1c(SCC(=O)Nc2ccccc2)nc2ccccc2c1=O,1,14
8,N#CC1=C(N)Oc2cc(O)ccc2C1c1ccc(Br)s1 (stereo not drawn),-1,13
-1,CN1C[C@@H]2[C@@H]3C(=O)N(C)C(=O)[C@@H]3[C@](C)(C1=O)N2C(=O)c1ccccc1,9,-9
-12,O=C1c2ccccc2C(=O)N1Cc1nc2ccccc2c(=O)n1CCCn1ccnc1,0,-2
4,CCC(=O)Nc1ccc(NC(=O)CSc2nnnn2Cc2ccccc2)cc1C,6,3
4,CCC1CN(C(=O)NCc2ccccc2)c2ccccc2O1 (stereo not drawn),2,8
7,COc1ccc(S(=O)(=O)NC2CCCC2)cc1C(N)=O,-1,8
3,Cc1cc(C)cc(N(C)S(=O)(=O)c2nnc(NC(=O)C(C)C)s2)c1,2,14
6,CC1(C)N=C(N)NC(Nc2ccc(Cl)cc2)=N1,0,3
4,C=CCn1c(=S)[nH]c2sc3c(c2c1=O)CCC3,0,12
-4,Cc1c(O)nc(SCC(=O)Nc2nccs2)n(-c2ccccc2F)c1=O,-5,3
5,CC(=O)Nc1c(Br)cc2c(c1Br)Cc1cc([N+](=O)[O-])ccc1-2,6,4
-6,O=C(Cc1c(F)cccc1Cl)N/N=C/c1cccnc1,-3,-10
-1,COc1cccc(NC(=O)CN(C)C(=O)CCN2C(=O)C3CC=CCC3C2=O)c1 (stereo not drawn),1,-1
-5,C=CCCC(=O)N1C[C@H]2CON(C)[C@H]2C[C@H]1c1ccccc1Br,2,8

# An excerpt from above in order of their number in PAFAH1B2 FP inh, ascending:
PAFAH2 inh,canonical_smiles,PAFAH1B2 FP inh,PAFAH1B3 FP inh
8,N#CC1=C(N)Oc2cc(O)ccc2C1c1ccc(Br)s1 (stereo not drawn),-1,13
6,CC1(C)N=C(N)NC(Nc2ccc(Cl)cc2)=N1,0,3
-1,COc1cccc(NC(=O)CN(C)C(=O)CCN2C(=O)C3CC=CCC3C2=O)c1 (stereo not drawn),1,-1
8,S=C(NCCCN1CCN(CCCNC(=S)NC2CCCCC2)CC1)NC1CCCCC1,5,8
5,CC(=O)Nc1c(Br)cc2c(c1Br)Cc1cc([N+](=O)[O-])ccc1-2,6,4
-1,CN1C[C@@H]2[C@@H]3C(=O)N(C)C(=O)[C@@H]3[C@](C)(C1=O)N2C(=O)c1ccccc1,9,-9

# Additional compounds.
PAFAH2 inh,canonical_smiles,PAFAH1B2 FP inh,PAFAH1B3 FP inh
-11,CCN(CC)CCNC(=O)c1ccc(NC(=O)c2cccc(S(=O)(=O)N(C)C3CCCCC3)c2)cc1,1,-7
-8,CC(C)c1c(O)ccc2c1CC[C@H]1C(C)(C)CCC[C@]21C,21,5
-1,O=S(=O)(CCc1ccccc1)CS(=O)(=O)CCc1ccccc1,9,4
9,O=C(O)c1ccc(Cl)c(NCc2ccncc2)c1,3,16
-5,O=C(Cn1cc(COc2ccc(Br)cc2[N+](=O)[O-])nn1)c1ccc(O)cc1,5,8
-1,COc1ccc(NC(=O)c2ccc(=O)[nH]c2)cc1S(=O)(=O)N1CCOCC1,-2,8
0,CCOC(=O)N1CCN(C(=O)COC(=O)CNC(=O)c2ccc(OCC)c(OCC)c2)CC1,1,7
-40,COc1ccc2c(c1)[C@H]1[C@H](CO2)[C@H](c2ccccc2)[C@]2(C)C(=O)Nc3ccc(Cl)cc3C(=O)N12,-16,-29
5,COc1ccccc1CNC(=O)c1c(N)n(CCCN2CCOCC2)c2nc3ccccc3nc12,5,5
13,O=C(Cc1ccc(NC(=O)C2CCN(C(=O)CCc3ccccc3)CC2)cc1)Nc1ccc(C(=O)N2CCOCC2)cc1,6,6
1,N/C(=N\OC(=O)c1ccccc1)C(Cc1ccccc1)C(=O)NOC(=O)c1ccccc1 (stereo not drawn),5,-1
1,NC1(C(=O)O)CSSC1,8,13
3,CCN(C(=O)COC(=O)CCC(=O)c1ccc(C)cc1)c1c(N)n(Cc2ccccc2)c(=O)[nH]c1=O,1,8
-1,COc1ccc(NC(=O)COc2cccc3c2CCNC3=O)cc1,1,4
-4,COc1ccc(NC(=O)N2CCCc3ccccc32)c(OC)c1,10,3
5,O=C(NCCN1CCOCC1)c1ccccc1Cl,-1,10
-2,O=C(NC1c2ccccc2Oc2ccccc21)c1ccc([N+](=O)[O-])cc1,2,11
-4,Cn1c(=O)c2c(nc(CN3CCOCC3)n2Cc2ccccc2)n(C)c1=O,-2,0
0,O=c1c(Cl)c(O)ccn1C1OC(CO)C(O)C1O (stereo not drawn),-2,1
0,O=C(NCCCO)c1cc2c([nH]c3ccccc32)c(-c2ccccc2)n1,4,8
13,CC(O)(Cc1ccccn1)Cc1ccccn1,3,7
3,CN1C[C@@H]2[C@@H]3C(=O)N(C)C(=O)[C@@H]3[C@](C)(C1=O)N2C(=O)c1ccc(Cl)cc1,-4,4
6,COc1ccc([C@@H]2C[C@H](c3ccccc3)Oc3cc(C)cc(C)c32)cc1,2,1
8,CC(C)OC(=O)c1ccc(NCc2cc(O)ccc2O)cc1,7,10
-1,O=C(c1ccccc1)c1ccc(C(=O)N2CCN(c3ccccc3)CC2)cc1,4,0
-2,O=C1NCCNC1c1ccccc1 (stereo not drawn),5,9
4,O=C(NCCN1CCN(c2ccccc2)CC1)C1CCN(S(=O)(=O)N2CCOCC2)CC1,1,-4
-3,O=C1/C(=C\c2ccc([N+](=O)[O-])cc2)CS(=O)(=O)C/C1=C/c1ccc([N+](=O)[O-])cc1,-3,-3
-1,Nc1cc2c(cc1Br)-c1c(C(=O)O)cccc1C2O (stereo not drawn),9,14
1,CCSc1nnc(NC(=O)CN2C(=O)N(C)C3(CCCCC3)C2=O)s1,12,1
2,O=C(NCc1ccco1)Nc1cccc2ccccc12,1,8
6,CC(O)(CC(=O)CC(=O)c1ccccc1)c1ccccc1 (stereo not drawn),-2,1
-4,Cc1cccc(C)c1OCc1cc(C(=O)N2CCN3CCCC3C2)no1 (stereo not drawn),-2,7
-5,CN1CCN(c2ccc(S(=O)(=O)N3CCOCC3)cc2NC(=O)COc2ccc(C#N)cc2)CC1,4,7
-8,COc1ccc(S(=O)(=O)N2CCOCC2)cc1NC(=O)C1CCN(S(=O)(=O)c2ccc(Cl)cc2)CC1,3,0
3,CCc1ccc(S(=O)(=O)Nc2ccc(Cl)cn2)cc1,1,-5
8,CCOc1ccc(NC(=O)/C(C#N)=C/c2cn(CC(=O)O)c3ccccc23)cc1,6,8
-2,O=C(NCC(=O)N1CCN(c2ccccc2F)CC1)c1ccco1,7,3
2,Clc1ccc(-c2nc3cc(CN4CCCCC4)ccc3o2)cc1,-3,3
2,COc1ccc(-n2c(SC)nc3sc4c(c3c2=O)CCN(C)C4)cc1,10,1
6,COC(=O)c1sccc1NC(=O)Nc1ccccc1C,9,6
